Bioassay records from PubChem BioAssay.
M. tuberculosis HTS = M. tuberculosis growth inhibition, HTS (AID 449762); 330,000 tested, 0.59% active; M. tuberculosis H37Rv growth inhibition, 7H9 media; higher % means a stronger effect; one-dose inhibition, % at 25 µM; IC50 in µM for titrated hits; in the data active means a potency from the dose series; inconclusive means inhibition above about 70% without an active follow-up result;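 further: bacterial growth assessed after seven days of incubation; strong numbers were not always called active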
H1N1 NS1A inhibition = H1N1 influenza NS1A inhibitors, functional cell based assay (AID 504329). NS1A functional cell-based assay, percent inhibition; higher % means a stronger effect. 340,000 tested, 0.3% active. inhibition, % at 12.5 µM, or IC50 in µM where a hit was titrated; in the data active means a potency from the dose series; inconclusive means inhibition above about 27% without an active follow-up result; further: strong numbers were not always called active
Salmonella PhoP GFP = PhoP regulon inhibitors, Salmonella typhi PhoP promoter GFP reporter, confirmatory (AID 1850); Salmonella Typhi PhoP-promoter GFP reporter, fluorescence, 4 h; higher % means a stronger effect; inhibition, % at 50 µM, or IC50 in µM where a hit was titrated; 310,000 tested, 0.33% active; in the data active means a potency from the dose series; inconclusive means inhibition mostly from about 25% at the one dose, without a potency; inactive means the rest, 99 in 100 with inhibition below about 19%;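 further: 0% = induced wells with vehicle and 100% = uninduced wells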
M. tuberculosis = growth inhibition of non-replicating M. tuberculosis (AID 488890) | Mycobacterium tuberculosis non-replicating, growth inhibition; higher % means a stronger effect | one-dose inhibition, % at 25 µM; IC50 in µM for titrated hits | 320,000 tested, 0.39% active; in the data active means a potency from the dose series; inconclusive means inhibition mostly from about 82% at the one dose, without a potency; inactive means the rest, 99 in 100 with inhibition below about 76%;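 further: plate controls were DMSO cells for no effect and high antibiotic wells for full effect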
inhibitors of VEEV = inhibitors of VEEV TC-83 cytopathic effect, confirmation, Vero cells (AID 588727); Vero cells, VEEV TC-83 cytopathic effect inhibition; higher % means a stronger effect; inhibition, % at 20 µM; hits with a dose series show IC50 in µM; 350,000 tested, 0.13% active; in the data active means a potency from the dose series; inconclusive means inhibition mostly from about 14% at the one dose, without a potency; inactive means the rest, 99 in 100 with inhibition below about 12%; further: strong numbers were not always called active
inhibitors of VEEV 10K pilot screen = recorded beside inhibitors of VEEV, whose call it bears; inhibition, %; measured here: 10K pilot screen inhibition
* marks the source's active call; other numbers are inactive results; i = inactive; ? = inconclusive; / = no result given.

SMILES	M. tuberculosis HTS	H1N1 NS1A inhibition	Salmonella PhoP GFP	M. tuberculosis	inhibitors of VEEV	others
CCOc1ccc(OCCn2c(S(=O)(=O)O)nc3c(N)ncnc32)cc1	-3%	-28%	0%	-12%	0.3%
COC(=O)C1=C(C)NC(=O)NC1c1ccc([N+](=O)[O-])o1 (stereo not given)	1%	13%	5%	9%	1.2%
O=C(CCN=C1NS(=O)(=O)c2ccccc21)OCc1nnc(-c2ccccc2)o1	1%	3%	-4%	-9%	0.2%
CCOC(=O)/C(=C/C=C1\Sc2ccccc2N1CC)C(C)=O	5%	8%	-46%	-1%	11%
CCCCN(CCCC)S(=O)(=O)c1ccc(C(=O)Nc2nnc(COC)o2)cc1	-2%	5%	-7%	?	9.7%
NC(=O)c1c(NC(=O)COC(=O)CSc2nnc(-c3ccc(Cl)cc3)o2)sc2c1CCC2	-9%	12%	-11%	78%	8.5%
CC(=O)c1cccc(NC(=O)c2ccc(NC(=O)CC3SC(N4CCCCC4)=NC3=O)cc2)c1 (stereo not given)	-14%	-10%	-4%	2%	4.2%
CCCN(CCC)C(=O)CSc1nc2n[nH]c(C)c2c(=N)n1-c1ccc(OCC)cc1	4%	6%	-1%	39%	14%
Cn1c(SCc2ccc(Br)cc2)nc2ccccc2c1=O	8%	-5%	-4%	69%	i
C=CCn1c(=S)[nH]c2cc(C(=O)NCCc3ccc(S(N)(=O)=O)cc3)ccc2c1=O	3%	-2%	/	-13%	2.0%
Cc1ccc(CSCCNC(=O)c2ccc(Cl)c(S(=O)(=O)N3CCOCC3)c2)cc1	-10%	-4%	2%	27%	5.2%
COC(=O)CSc1nc(C)c(C)c(C)c1C(N)=O	-3%	11%	-1%	-2%	0.9%
CC[n+]1c(/C=C/N(C)c2ccccc2)oc2ccccc21	-3%	-6%	-5%	27%	i
CN(C)c1ccc(C(=O)c2ccc(O)cc2O)cc1	4%	-1%	4%	14%	2.3%
Cc1cccc(C)c1Nc1ncnc2ccccc12	0%	-19%	4%	3%	i
C=C(C)Cn1c(SCC(=O)O)nnc1-c1ccc(OC)cc1	-1%	4%	2%	-7%	2.7%
N#C/C(=C/c1ccc(Sc2nc3ccccc3[nH]2)o1)c1ccccc1F	-5%	6%	-1%	53%	5.0%
CCN(C1CCCCC1)S(=O)(=O)c1cc(C)ccc1OC	6%	-10%	10%	36%	1.3%
C/C(N)=C(/C#N)C(=O)COC(=O)c1ccccc1C(=O)c1ccc(C)cc1	-5%	5%	6%	24%	8.0%
COc1ccc2c(C(F)(F)F)cc(=O)oc2c1C	0%	8%	9%	-6%	1.8%	inhibitors of VEEV 10K pilot screen=2.4
O=C(c1ccc2c(c1)C(=O)N(Cc1ccco1)C2O)N1CCOCC1 (stereo not given)	-2%	-6%	-3%	/	0.6%
N#CC1=C(N)Oc2cc3ccccc3cc2C1c1cccnc1 (stereo not given)	-5%	3%	2%	15%	8.9%
Cc1nc2sc(C(c3cccs3)N3CCN(C(=O)c4ccco4)CC3)c(O)n2n1 (stereo not given)	-6%	-1%	-4%	-9%	0.3%
Cc1nc2ccc(NC(=O)c3c(-c4ccccc4)noc3C)cc2s1	5%	1%	8%	6%	2.6%
CC(=O)C1=C(O)C(=O)N(CCc2c[nH]c3ccccc23)C1c1ccc(C)cc1 (stereo not given)	-8%	10%	0%	18%	0.1%
Cc1cc(C)cc(Nc2nc3ccc(C)cc3n3cnnc23)c1	4%	-2%	-4%	3%	2.6%
Cc1ccc2c(c1)OC(c1ccc3c(c1)OCCO3)CC2=O (stereo not given)	5%	1%	1%	41%	0.6%
CCOC(=O)c1ccccc1NC(=O)CSc1nc2ccccc2n1CC(=O)N1CCCC1	-5%	-6%	-7%	2%	0.6%
Cc1c(N/N=C(\C#N)C(=O)c2ccc(Cl)cc2)c(=O)n(-c2ccccc2)n1C	4%	22%	-3%	32%	13%
CC(C)(C)c1ccc(S(=O)(=O)N(CCCN2CCOCC2)Cc2cccs2)cc1	16%	-5%	-5%	37%	i
CCCS(=O)(=O)c1ccc(COC(=O)c2cccc(NC(=O)C(C)C)c2)cc1	0%	13%	-5%	21%	5.8%
CC(=O)Nc1ccc2c(c1)CCCN2C(=O)c1ccccc1	-3%	1%	9%	-6%	0.7%
COC(=O)CNC(=O)C12CC3(C)CC(C)(CC(C)(C3)C1)C2	0%	1%	1%	-6%	i
CNC(=S)N/N=C/c1ccc(N(C)C)cc1	0%	-10%	-10%	67%	3.0%
COc1ccccc1-c1cc(C(=O)NCc2ccc(F)cc2)no1	/	22%	-4%	/	i	inhibitors of VEEV 10K pilot screen=4.1
Cc1cc(Cn2nc(C(=O)NCc3cccc(Br)c3)cc2-c2ccccc2)on1	25%	4%	0%	32%	6.2%
COc1ccc(N(CC(=O)NC2CCCC2)C(=O)CCC(=O)Nc2nc(C)cs2)cc1OC	-5%	4%	-12%	8%	2.0%
CCc1ccc(NC(=O)Cn2cnc([N+](=O)[O-])c2)cc1	16%	0%	4%	5%	0.2%
CC(C)(C)n1nnnc1C(c1ccc(C#N)cc1)N1CCCC2(CCCCC2)C1 (stereo not given)	15%	-3%	-1%	-5%	i
CCNC(=O)CC1C(=O)N(CC)C(=S)N1NC(=O)c1cccnc1 (stereo not given)	3%	1%	0%	5%	0.6%

In the list so far, 16 contain a carbonyl joined to an NH by a bond outside any ring:
SMILES	M. tuberculosis HTS	H1N1 NS1A inhibition	Salmonella PhoP GFP	M. tuberculosis	inhibitors of VEEV	others
CCCCN(CCCC)S(=O)(=O)c1ccc(C(=O)Nc2nnc(COC)o2)cc1	-2%	5%	-7%	?	9.7%
NC(=O)c1c(NC(=O)COC(=O)CSc2nnc(-c3ccc(Cl)cc3)o2)sc2c1CCC2	-9%	12%	-11%	78%	8.5%
CC(=O)c1cccc(NC(=O)c2ccc(NC(=O)CC3SC(N4CCCCC4)=NC3=O)cc2)c1 (stereo not given)	-14%	-10%	-4%	2%	4.2%
C=CCn1c(=S)[nH]c2cc(C(=O)NCCc3ccc(S(N)(=O)=O)cc3)ccc2c1=O	3%	-2%	/	-13%	2.0%
Cc1ccc(CSCCNC(=O)c2ccc(Cl)c(S(=O)(=O)N3CCOCC3)c2)cc1	-10%	-4%	2%	27%	5.2%
COC(=O)CSc1nc(C)c(C)c(C)c1C(N)=O	-3%	11%	-1%	-2%	0.9%
Cc1nc2ccc(NC(=O)c3c(-c4ccccc4)noc3C)cc2s1	5%	1%	8%	6%	2.6%
CCOC(=O)c1ccccc1NC(=O)CSc1nc2ccccc2n1CC(=O)N1CCCC1	-5%	-6%	-7%	2%	0.6%
CCCS(=O)(=O)c1ccc(COC(=O)c2cccc(NC(=O)C(C)C)c2)cc1	0%	13%	-5%	21%	5.8%
CC(=O)Nc1ccc2c(c1)CCCN2C(=O)c1ccccc1	-3%	1%	9%	-6%	0.7%
COC(=O)CNC(=O)C12CC3(C)CC(C)(CC(C)(C3)C1)C2	0%	1%	1%	-6%	i
COc1ccccc1-c1cc(C(=O)NCc2ccc(F)cc2)no1	/	22%	-4%	/	i	inhibitors of VEEV 10K pilot screen=4.1
Cc1cc(Cn2nc(C(=O)NCc3cccc(Br)c3)cc2-c2ccccc2)on1	25%	4%	0%	32%	6.2%
COc1ccc(N(CC(=O)NC2CCCC2)C(=O)CCC(=O)Nc2nc(C)cs2)cc1OC	-5%	4%	-12%	8%	2.0%
CCc1ccc(NC(=O)Cn2cnc([N+](=O)[O-])c2)cc1	16%	0%	4%	5%	0.2%
CCNC(=O)CC1C(=O)N(CC)C(=S)N1NC(=O)c1cccnc1 (stereo not given)	3%	1%	0%	5%	0.6%

Rows were taken by chance; about 1.5% have a hit in one of these screens.
